# Screening data deposited in PubChem BioAssay by several laboratories.
# SUMO1-SIM PPI: alters human SUMO1 binding to SIM partners | inhibition, % at 20 µM | SUMO1 binding to a labelled peptide, TR-FRET, 1 h | 0.33% of 360,000 active | P63165 | AID 602429; in the data active means inhibition above about 37%
# Target sequence (P63165 whole entry, looked up): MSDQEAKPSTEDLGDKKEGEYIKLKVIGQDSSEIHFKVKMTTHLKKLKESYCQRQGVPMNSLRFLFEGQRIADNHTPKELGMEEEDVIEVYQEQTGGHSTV
# TbMetRS inhib: blocks T. brucei methionyl-tRNA synthetase activity | purified T. brucei MetRS, ATP depletion, Kinase-Glo luminescence | inhibition, % at 11.9 µM | 0.4% of 360,000 active | AID 624268;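 active means inhibition above a per-plate cutoff of the control wells' mean inhibition plus 3 SD, cut at about 5.5% in these data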;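 further: 0% = DMSO wells median and 100% = median of wells with control inhibitor compound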
#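 Assay system: T. brucei methionyl-tRNA synthetase, purified | Medium: HEPES buffer with MgCl2, KCl, DTT, spermine, BSA, pyrophosphatase | Compound: 11.9 µM single point | Incubation: 15 min enzyme-compound preincubation, 2 h reaction, 10 min detection, 25 °C | Measured by: Kinase-Glo luciferase luminescence reporting remaining unconsumed ATP | Measure: % inhibition normalized to control-well medians | Replication: Singlicate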
# Rpn11 block: inhibitors of human proteasome Rpn11. human 26S proteasome, Ub4-pepOG fluorescence polarization; 20S core pre-blocked with epoxomicin. calls only at 20 µM. 0.59% of 360,000 active. AID 588493;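 active means inhibition at 20 µM, scaled to each plate's controls, above about 33%, limit read from the data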
# Target sequence (O00487 whole entry, looked up): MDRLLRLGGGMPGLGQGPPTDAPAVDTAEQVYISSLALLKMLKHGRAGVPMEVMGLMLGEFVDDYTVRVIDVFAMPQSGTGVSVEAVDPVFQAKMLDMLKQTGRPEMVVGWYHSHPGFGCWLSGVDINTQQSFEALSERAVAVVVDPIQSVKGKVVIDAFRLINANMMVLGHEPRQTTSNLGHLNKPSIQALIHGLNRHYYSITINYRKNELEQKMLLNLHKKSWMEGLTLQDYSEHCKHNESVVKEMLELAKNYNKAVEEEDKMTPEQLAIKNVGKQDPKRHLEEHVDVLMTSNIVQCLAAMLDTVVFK
# LMPTP block: LMPTP (human) inhibition. P24666. recombinant LMPTP-A, OMFP fluorogenic substrate, fluorescence intensity. inhibition, % at 20 µM. 0.22% of 360,000 active. AID 651560;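 active means compounds that cut the enzyme signal by at least half of the control window in the single-dose screen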;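 further: plate controls were DMSO wells with enzyme plus substrate for no effect and substrate without enzyme for full effect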
#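 Test system: LMPTP-A, protein tyrosine phosphatase of low molecular weight; Input: 0.625 nM enzyme; Incubation: 50 min dark incubation at room temperature; Signal: endpoint fluorescence intensity from OMFP dephosphorylation; Read-out basis: % inhibition versus control wells.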
# NadD block: blocks S. aureus nicotinate mononucleotide adenylyltransferase; purified NadD enzyme, colorimetric absorbance read-out; inhibition, % at 20 µM; 0.78% of 360,000 active; AID 602399; in the data active means inhibition above about 26%; further: some compounds past the cut are filed as inactive
# DNMT1 inh: inhibitors of human DNMT1; DNMT1 molecular beacon, Hinp1I cleavage, fluorescence; inhibition (reported as % activation of signal), % at 10 µM; 0.83% of 360,000 active; AID 588458; in the data active means inhibition above about 50%
# STEP inh: inhibitors of human striatal-enriched phosphatase STEP; AID 588621; inhibition, % at 20 µM; recombinant STEP, OMFP fluorogenic substrate, fluorescence; 0.25% of 360,000 active;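 active means inhibition at 20 µM, scaled per plate between control wells, above about 37%, limit read from the data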;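 further: 0% = DMSO with enzyme and substrate and 100% = substrate only without enzyme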
# Target sequence (P54829 whole entry, looked up): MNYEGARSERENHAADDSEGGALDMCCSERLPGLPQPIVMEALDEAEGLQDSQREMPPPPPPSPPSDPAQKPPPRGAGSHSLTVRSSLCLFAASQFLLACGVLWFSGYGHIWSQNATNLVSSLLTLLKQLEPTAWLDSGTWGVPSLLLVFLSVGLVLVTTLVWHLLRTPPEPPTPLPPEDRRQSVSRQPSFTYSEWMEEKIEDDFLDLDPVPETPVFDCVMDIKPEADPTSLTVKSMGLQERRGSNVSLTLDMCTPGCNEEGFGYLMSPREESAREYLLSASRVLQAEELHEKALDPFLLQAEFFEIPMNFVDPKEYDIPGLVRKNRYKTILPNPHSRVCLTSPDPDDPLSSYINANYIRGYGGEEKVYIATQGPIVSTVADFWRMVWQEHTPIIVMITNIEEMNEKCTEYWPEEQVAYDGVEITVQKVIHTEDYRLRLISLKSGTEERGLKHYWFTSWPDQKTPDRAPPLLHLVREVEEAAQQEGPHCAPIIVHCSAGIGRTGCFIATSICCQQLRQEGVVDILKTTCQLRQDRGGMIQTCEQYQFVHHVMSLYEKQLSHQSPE
#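 Test system: STEP tyrosine phosphatase / Reagent: OMFP at 25 µM / Doses: 20 µM, 1% DMSO / Read-out: percent inhibition scaled to no-enzyme and uninhibited-enzyme controls, plate-pattern corrected / Detection: FITC-channel fluorescence of OMFP product / Medium: Bis-Tris buffer pH 6.0, 2.5 mM DTT, 0.005% Tween 20 / Schedule: 20 min at room temperature, dark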
# CSN inh: blocks human CSN-mediated cullin deneddylation | Q92905 | Purified CSN, SCF-Nedd8-OG deneddylation, fluorescence polarization | inhibition, % at 12.5 µM | 0.38% of 360,000 active;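 active means pattern-corrected inhibition above about 35%, with an unprinted fluorescence ratio check between 0.5 and 1.5, limit read from the data, passing the limit was not always enough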;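 further: 0% = enzyme with substrate and 100% = substrate without enzyme; some results filed as inactive read as strong as hits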
#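 Material: purified human Csn5 enzyme expressed in HEK293T cells / Medium: Tris buffer pH 7.5, NaCl, DTT, Tween-20, trehalose, ovalbumin / Compound dosing: 12.5 µM single point / Schedule: 90 min incubation of compound, enzyme and substrate at room temperature / Signal: fluorescence polarization of the substrate / Control set: no-enzyme wells high, enzyme-with-substrate wells low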
# Scp-1 inhibitor: blocks human Scp-1 phosphatase activity; inhibition, % at 20 µM; Recombinant Scp1, phosphopeptide, malachite green phosphate absorbance; 0.88% of 340,000 active; AID 493091; Q9GZU7;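 active means inhibition above about 50% at 20 µM, limit read from the data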;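 further: plate controls were DMSO wells with enzyme for no effect and wells lacking enzyme for full effect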
#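 Times: enzyme reaction 45 min at room temperature, colour 5 min, stabilisation 30 min. Material: SCP-1 catalytic fragment, aa 76-261. Medium: Acidic Tris acetate buffer with magnesium and detergent. Signal: colorimetric free-phosphate detection, absorbance 630 nm. Read-out basis: % inhibition of SCP-1 phosphate liberation. Reagent: Phosphorylated 17-residue peptide substrate.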
# MsrA inh: bovine MsrA inhibition. purified bovine MsrA, absorbance read-out. inhibition, % at 15.5 µM. 0.75% of 360,000 active; in the data active means inhibition above about 4.5%;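 further: 0% = vehicle wells with enzyme and 100% = reference inhibitor wells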
# An asterisk follows results filed as active; i = inactive; x = not tested or not shown; + = active, no number. Not a hit list; 3.9% or so of the library scored in one or more.
SMILES,SUMO1-SIM PPI,TbMetRS inhib,Rpn11 block,LMPTP block,NadD block,DNMT1 inh,STEP inh,CSN inh,Scp-1 inhibitor,MsrA inh
CCCCNC(=O)c1ccc(S(=O)(=O)c2ccc(Cl)cc2)c(NC(C)=O)c1,4,0.2,i,-0.1,-6,-2,0,-2,-6,-1.4
CC(C)(C)NC(=O)c1ccc2c(c1)N(CC(=O)NC1CCCC1)C(=O)C(C)(C)O2,-6,0.0,i,0.0,-5,-1,0,0,-1,1.2
CC12CCC(C(=O)n3c1nc1ccccc13)C2(C)C (configuration not stated),1,-1.1,i,-0.4,0,0,2,4,-2,0.7
CCCOC(=O)c1cc(-c2ccc(/C=C3/C(=O)N(C)C(=O)C(C#N)=C3C)o2)ccc1Cl,8,-0.1,i,1.5,11,-5,-2,9,10,x
O=C(CS(=O)(=O)c1ccc(F)cc1)Nc1nnc(-c2ccccc2Cl)o1,5,-0.3,i,-0.5,8,7,1,3,0,-0.3
CC1(OC(=O)C2CCCC2)C(=O)C=C2C=C(c3ccsc3)N(C3CC3)C=C2C1=O (configuration not stated),-20,-0.4,i,0.9,0,-3,2,-2,-2,4.2
CN(C)C(=O)c1cc2c(c(-c3cccc(-c4ccccc4F)c3)n1)[C@@H](CCO)N(S(C)(=O)=O)C2,3,0.1,x,-0.1,-6,x,x,-1,x,-0.1
CCCC1NC(=O)c2cc3ccccc3cc2-n2c1nc1ccc(F)cc1c2=O (configuration not stated),-20,0.1,i,-4.3,6,-10,-1,3,x,-0.1
COc1ccc(CNc2nc3nc(C)c(Cl)c(C)n3n2)cc1OC,-1,-0.7,i,-0.4,1,-2,1,-1,-6,1.4
CCC(C)NC(=O)C1=C(C)C(=O)OC12CCC(C)CC2 (configuration not stated),3,-0.2,i,-0.8,-3,3,-1,3,-9,-1.3
COc1cc(-c2noc(C)c2/C=C/c2cccc([N+](=O)[O-])c2)cc(OC)c1OC,-5,-0.2,i,1.1,-5,-7,-1,0,-11,-0.1
O=C1/C(=C/c2ccccc2)CCCc2ccccc21,-8,-1.1,i,2.6,-10,4,1,0,-3,0.0
Cc1cc(C(=O)NNC(=O)C(C)(C)Oc2ccc(Cl)cc2)c(C)o1,3,-0.6,i,0.8,-6,1,1,3,0,0.6
COc1cc(C(=O)NC2CC2)cc(OC)c1OC,1,-0.3,x,-1.4,-1,x,x,-3,x,0.5
COc1ccc(C(=O)N2CCN(c3ccc(C)c(C)c3)CC2)cc1OC,6,0.0,i,-0.8,2,-2,1,-1,-12,0.5
FC(F)(F)c1cccc(NC(=S)Nc2ccc(Cl)cc2Cl)c1,1,-0.7,i,-0.2,-3,-1,1,-2,4,0.9
CCC1CO/C(=C(\C(Cl)=C(Cl)Cl)[N+](=O)[O-])N1 (configuration not stated),2,-1.4,i,0.5,-4,3,2,-7,5,3.8
CC(=O)Oc1ccc(-c2nc3c(C)cccc3c(=O)o2)cc1,-4,-0.5,i,1.2,-9,-2,2,6,0,0.1
NC(=O)c1ccsc1NC(=O)COC(=O)c1cc(=O)[nH]c2ccccc12,49*,-0.2,i,6.2,5,2,-1,13,4,1.2
COc1cccc(S(=O)(=O)Nc2ccc3c(c2)[C@H]2C[C@H](CC(=O)N[C@@H](C)c4ccccc4)O[C@H](CO)[C@H]2O3)c1,1,-0.3,i,-1.2,3,-5,0,0,x,-1.1
CN1/C(=C/C(=O)COC(=O)C2COc3ccccc3O2)C(C)(C)c2ccccc21 (configuration not stated),-4,-0.4,i,1.9,-8,-2,1,5,-12,0.6
CCOC(=O)c1cccc(C(=O)Nc2nc3ccc(OC)cc3s2)n1,0,-0.4,i,0.9,11,0,-2,-2,-1,0.8
COc1ccccc1C(=O)NC(CCSC)C(=O)OC(C)C(=O)NC1CC1 (configuration not stated),-2,-0.3,i,-0.6,-2,2,-1,-3,0,-0.9
CCn1ncc([N+](=O)[O-])c1C(=O)NC1CCCCC1,-6,-0.8,i,-0.2,3,1,-1,-5,-4,2.1
O=C(CCS(=O)(=O)c1ccc(F)cc1)Nc1nnc(-c2ccc(F)cc2)o1,2,-0.5,i,-0.7,5,1,-2,2,0,-0.9
# Next compounds.
SMILES,SUMO1-SIM PPI,TbMetRS inhib,Rpn11 block,LMPTP block,NadD block,DNMT1 inh,STEP inh,CSN inh,Scp-1 inhibitor,MsrA inh
COc1cccc(CNCCc2c[nH]c3ccccc23)c1OCc1ccc(F)cc1,-1,-0.5,i,0.2,-2,-3,-1,-2,10,-1.4
Cc1ccc(-n2ncc3c(NCCCn4ccnc4)ncnc32)c(C)c1,2,0.3,i,1.4,-7,-1,-2,2,-7,0.2
COc1ccccc1N1C(=O)S/C(=C\c2ccc(C)s2)C1=O,-5,-0.9,+,0.3,-11,14,0,27,-5,-0.4
CC(OC(=O)CCCC(=O)Nc1ccccc1)C(=O)c1ccccc1 (configuration not stated),6,-0.8,i,-1.2,3,-1,0,-1,-4,-1.4
Cc1c(OC(C(=O)O)c2ccccc2)ccc2c(-c3ccccc3)cc(=O)oc12 (configuration not stated),-19,-0.4,i,-1.4,-2,1,-1,-6,2,2.7
O=C(CN1C(=O)C(=O)N(C2CCCC2)C1=O)Nc1ccc(Cl)cc1C(F)(F)F,2,-0.2,i,0.2,4,5,2,1,-8,0.6
O=C(N/N=C\CCc1ccccc1)c1ccco1,0,-0.2,i,0.1,-4,-4,1,5,-5,0.4
O=C(CN1CCN(C(=O)c2c(F)cccc2F)CC1)Nc1ccccc1F,-7,1.0,i,-0.7,-4,-4,-1,-1,5,-0.4
COc1cc(/C=C/[N+](=O)[O-])ccc1OC(=O)c1cc2ccccc2oc1=O,-29,-0.6,i,0.7,10,6,1,4,0,2.4
Cc1ccc(S(=O)(=O)NC(C)(C)CN2CCNCC2)cc1,-4,-1.1,i,-0.5,-10,-1,2,-6,-4,0.5
Cc1ccn(CCC(=O)NC2CCCc3c2cnn3-c2cccc(C)c2C)n1 (configuration not stated),7,1.1,i,-0.7,2,-2,0,6,-5,1.8
CC(=O)c1ccc(CCCCc2ccc(C(C)=O)cc2)cc1,6,-0.1,i,-0.8,-3,-5,4,-2,-19,0.6
COCc1cc(C)nc(SCC[N+](C)(C)CC(=O)Nc2cccc(C)c2)c1C#N,2,-1.1,i,-1.7,-16,1,0,3,-2,-0.8
CC1CCN(C(=O)CC(NC(=O)c2ccccc2Cl)c2ccccc2)CC1 (configuration not stated),0,-0.8,i,-1.3,-7,3,-3,-1,-2,-0.1
Cc1ccc2c(c1)N(CCC(=O)NCC1CCCO1)C(=O)CO2 (configuration not stated),-2,-0.6,i,-1.2,0,3,1,-1,-5,1.8
C[C@H](CO)N1C[C@H](C)[C@@H](CN(C)Cc2ccc(C(=O)O)cc2)Oc2ncc(Br)cc2C1=O,3,-1.3,i,-0.3,3,3,-4,-1,x,-0.5
c1ccc2c(c1)CN1CCCC1=N2,3,-1.3,i,-3.0,-2,10,-2,-1,7,1.2
Nc1ccn([C@@H]2O[C@H](CO)[C@@H](O)C2O)c(=O)n1 (some centres not stated),2,-0.9,i,-1.7,0,-1,-2,1,29,-0.5
Cc1ccnc(NS(=O)(=O)c2ccc(NC(=O)CC(C)c3ccccc3)cc2)n1 (configuration not stated),2,0.1,i,0.2,-4,-1,-5,4,-6,-1.1
O=C(Nc1ccc(N2CCCC2)c(Cl)c1)c1ccc([N+](=O)[O-])cc1,-18,-0.2,i,1.5,11,-6,1,2,6,-1.5
COCCN(C(=O)c1sc2ccccc2c1Cl)c1c(N)n(CC(C)C)c(=O)[nH]c1=O,-1,-0.4,i,-1.5,0,4,0,-3,0,0.6
CCc1ccc(NC(=O)CSCCN2C(=O)c3ccccc3C2=O)cc1,-6,-1.0,i,0.4,-5,0,-1,3,-9,-0.4
O=C(O)Cc1ccc(NC(=O)Cc2ccc3ccccc3c2)cc1,-1,-0.4,i,0.5,-3,-2,-2,0,-6,0.6
O=C(NS(=O)(=O)Oc1cccc(Cl)c1Cl)OC[C@@H]1CCCN2CCCCC12 (some centres not stated),-1,-0.5,i,1.6,-2,0,0,-6,7,0.6
COCCOc1ccc(C(F)(F)F)cc1NC(=O)COC(=O)C12CC3CC(CC(O)(C3)C1)C2,3,0.3,i,0.0,-2,3,-4,-3,-10,0.2

# An excerpt from above in order of their number in DNMT1 inh, smallest number first:
Molecule	DNMT1 inh
CC(=O)c1ccc(CCCCc2ccc(C(C)=O)cc2)cc1	-5
O=C(CN1CCN(C(=O)c2c(F)cccc2F)CC1)Nc1ccccc1F	-4
O=C(CN1C(=O)C(=O)N(C2CCCC2)C1=O)Nc1ccc(Cl)cc1C(F)(F)F	5
c1ccc2c(c1)CN1CCCC1=N2	10

# Entries of single compounds as entered above.
# COc1cc(/C=C/[N+](=O)[O-])ccc1OC(=O)c1cc2ccccc2oc1=O across the screens: SUMO1-SIM PPI: -29; TbMetRS inhib: -0.6; Rpn11 block: i; LMPTP block: 0.7; NadD block: 10; DNMT1 inh: 6; STEP inh: 1; CSN inh: 4; Scp-1 inhibitor: 0; MsrA inh: 2.4
# O=C(O)Cc1ccc(NC(=O)Cc2ccc3ccccc3c2)cc1 across the screens: SUMO1-SIM PPI: -1; TbMetRS inhib: -0.4; Rpn11 block: i; LMPTP block: 0.5; NadD block: -3; DNMT1 inh: -2; STEP inh: -2; CSN inh: 0; Scp-1 inhibitor: -6; MsrA inh: 0.6

# The listing continues:
SMILES,SUMO1-SIM PPI,TbMetRS inhib,Rpn11 block,LMPTP block,NadD block,DNMT1 inh,STEP inh,CSN inh,Scp-1 inhibitor,MsrA inh
COc1ccc(N2CCN(c3nc4c(c(=O)[nH]c(=O)n4C)n3Cc3cccc(C)c3)CC2)cc1,0,-0.5,i,-2.5,2,-5,1,-12,-2,0.8
COc1ccc(CCNC(=O)CCS(=O)(=O)c2cccc3nsnc23)cc1OC,-23,-0.4,i,-1.9,-3,0,1,2,-2,-0.1
COc1ccc(OC)c(NC(=O)CSc2nc3ccccc3cc2Cc2ccccc2)c1,2,0.1,i,5.5,5,-1,0,0,4,-0.5
Cc1ccc(S(=O)(=O)N2CCCCCC2)cc1[N+](=O)[O-],-10,0.2,i,1.4,3,-3,0,-5,-10,1.9
CC1=C(C(=O)N2CCCCCC2)CC(CC(=O)NCc2cccs2)C(=O)N1Cc1ccccc1 (configuration not stated),2,0.2,i,-1.0,-5,6,-2,-6,x,0.2
CC(C)(CNc1ccc([N+](=O)[O-])cc1Cl)CNS(C)(=O)=O,-26,0.7,i,0.0,-1,-1,1,-1,3,0.0
